S1P2 antag = antagonists of human S1P2 receptor | inhibition, % at 5 µM | 97,000 compounds, 0.21% hits | cell-based S1P2 antagonist assay, inhibition at 5 uM | O95136; in the data active = inhibition above about 45%;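 note: CRE beta-lactamase reporter cells expressing human S1P2 stimulated with S1P; 0% = agonist at EC80 alone and 100% = agonist plus reference antagonist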
Target sequence (O95136 whole entry, looked up): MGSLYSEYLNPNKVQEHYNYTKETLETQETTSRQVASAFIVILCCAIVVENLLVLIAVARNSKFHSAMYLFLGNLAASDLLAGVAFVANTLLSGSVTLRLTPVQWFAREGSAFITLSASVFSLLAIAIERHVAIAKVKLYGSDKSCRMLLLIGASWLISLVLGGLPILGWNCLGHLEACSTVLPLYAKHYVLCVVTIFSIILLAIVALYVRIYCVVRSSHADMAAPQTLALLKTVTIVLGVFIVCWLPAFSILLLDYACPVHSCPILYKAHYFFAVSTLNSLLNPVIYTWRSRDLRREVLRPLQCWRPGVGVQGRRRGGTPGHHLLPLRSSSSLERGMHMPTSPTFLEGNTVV
HIV Rev-RRE inh = disrupts HIV-1 Rev binding to RRE RNA; 97,000 compounds, 0.79% hits; AID 704; Rev peptide-RRE RNA binding, FRET; inhibition, % at 8 µM;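 active = inhibition above the screen-wide mean plus 3 SD, cut at about 35% in these data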;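 note: 0% = median DMSO wells and 100% = median Neomycin B control wells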
Target sequence (P05866 whole entry, looked up): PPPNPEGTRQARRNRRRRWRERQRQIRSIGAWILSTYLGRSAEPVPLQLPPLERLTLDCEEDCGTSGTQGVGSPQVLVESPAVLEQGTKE
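assay system = Cy5-tagged RRE RNA duplex with fluorescein-tagged Rev peptide | incubation = 5 + 15 min at 25 °C | also added = labelled Rev peptide | measure = % inhibition of FRET ratio versus controls | benchmarks = DMSO wells as 0% and neomycin B wells as 100% inhibition | measured by = FRET fluorescence readout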
MT1-MMP txn act = MT1-MMP promoter transcription activation. AID 750. HT1080 MT1-MMP promoter luciferase reporter, luminescence, overnight; hits give high values. activation factor at 10 µM. 86,000 compounds, 0.16% hits;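 active = activation factor of at least 2 for MT1-MMP transcription at 10 µM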
Plk1 PBD FP = inhibitors of human Plk1 polo box domain binding | P53350 | Plk1 PBD phosphopeptide binding, fluorescence polarization | inhibition, %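 (tested at about 20 µM)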 | 97,000 compounds, 0.13% hits; in the data active = inhibition above about 34%, passing the limit was not always enough
EphB4 antag = EphB4-ephrin-B2 interaction antagonism; inhibition, % at 7 µM; EphB4 LBD / TNYL-RAW-Alexa532 peptide, fluorescence polarization; P54760; 97,000 compounds, 0.15% hits;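 active = inhibition above the screen-wide mean inhibition plus 3 SD, cut at about 15% in these data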;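 note: 0% = DMSO wells and 100% = excess unlabeled TNYL-RAW peptide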
FAK inh = blocks human focal adhesion kinase activity; Q05397; biochemical FAK kinase activity assay; inhibition, %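 (tested at 7 µM)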; 97,000 compounds, 0.84% hits; AID 727; in the data active = inhibition above about 19%;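 note: 0% = DMSO and 100% = reference compound high control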
PLK1 kinase inh = blocks human PLK1 kinase activity; P53350; recombinant PLK1 kinase, TR-FRET peptide phosphorylation; inhibition, % at 10 µM; 97,000 compounds, 0.53% hits;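 active = inhibition of 50% or more in the single-concentration screen; inactive = inhibition below 50%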;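 note: 0% = DMSO max control and 100% = H-89 dihydrochloride min control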
PLAP activator = activates human placental alkaline phosphatase; purified PLAP enzyme, luminescent substrate read-out; hits give high values; activation fold at 20 µM; 96,000 compounds, 1.2% hits; in the data active = activation fold above about 2
Target sequence (P05187 whole entry, looked up): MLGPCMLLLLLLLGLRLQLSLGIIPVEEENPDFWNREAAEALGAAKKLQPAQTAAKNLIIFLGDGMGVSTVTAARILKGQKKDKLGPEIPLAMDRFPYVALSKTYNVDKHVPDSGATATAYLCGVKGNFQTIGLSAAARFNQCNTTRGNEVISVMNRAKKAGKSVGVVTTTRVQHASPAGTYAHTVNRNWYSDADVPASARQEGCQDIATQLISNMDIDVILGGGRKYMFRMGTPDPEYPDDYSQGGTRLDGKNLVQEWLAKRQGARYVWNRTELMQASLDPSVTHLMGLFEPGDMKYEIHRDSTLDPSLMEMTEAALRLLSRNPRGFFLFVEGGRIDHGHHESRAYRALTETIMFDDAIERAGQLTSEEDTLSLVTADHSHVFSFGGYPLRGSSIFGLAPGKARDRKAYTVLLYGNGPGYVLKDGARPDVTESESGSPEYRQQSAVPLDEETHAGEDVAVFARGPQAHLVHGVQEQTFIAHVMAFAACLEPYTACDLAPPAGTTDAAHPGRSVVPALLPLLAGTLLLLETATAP
S1P2 ag = S1P2 (human) receptor agonism; O95136; S1P2-expressing cell line, agonist reporter read-out; activation, % at 4.5 µM; 97,000 compounds, 0.46% hits; in the data active = activation above about 16%;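 note: 0% = vehicle low control and 100% = maximal reference agonist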
Numbers without * were called inactive.

What do the screens show for `O=C(CSc1nc2ccccc2c(=O)n1Cc1ccco1)NCc1ccco1`?
S1P2 antag: 11; HIV Rev-RRE inh: -1; MT1-MMP txn act: 1.2; Plk1 PBD FP: 5; EphB4 antag: -3; FAK inh: 1; PLK1 kinase inh: -7; S1P2 ag: -6

What do the screens show for `Oc1ccc(Nc2nc3ccccc3nc2Nc2ccc(O)cc2)cc1`?
S1P2 antag: 21; HIV Rev-RRE inh: 0; MT1-MMP txn act: 1; Plk1 PBD FP: -4; EphB4 antag: 3; FAK inh: 1; PLK1 kinase inh: 3; PLAP activator: 0.9; S1P2 ag: -1

Results for CN(C)CCCNc1oc(-c2cccc(Cl)c2)nc1C#N ?
S1P2 antag: 18; HIV Rev-RRE inh: -8; MT1-MMP txn act: 1.3; Plk1 PBD FP: -6; EphB4 antag: 0; FAK inh: 12; PLK1 kinase inh: -2; PLAP activator: 1.4; S1P2 ag: -4

What do the screens show for `O=C(COC(=O)c1cccnc1)Nc1ccc(F)cc1`?
S1P2 antag: 2; HIV Rev-RRE inh: 12; MT1-MMP txn act: 1.1; Plk1 PBD FP: 10; EphB4 antag: -5; FAK inh: -10; PLK1 kinase inh: -3; PLAP activator: 1; S1P2 ag: -4

How did O=C(CSc1nccn1-c1cccc(Cl)c1)NC1CCCC1 do in these assays?
S1P2 antag: -5; HIV Rev-RRE inh: -1; MT1-MMP txn act: 1.1; Plk1 PBD FP: 17; EphB4 antag: -5; FAK inh: -1; PLK1 kinase inh: -8; PLAP activator: 1.2; S1P2 ag: -2

Results for Cc1cc(Br)ccc1OCC(=O)N1CCCCCC1 ?
S1P2 antag: 3; HIV Rev-RRE inh: 9; MT1-MMP txn act: 1.2; Plk1 PBD FP: -24; EphB4 antag: 10; FAK inh: 1; PLK1 kinase inh: -3; PLAP activator: 1.2; S1P2 ag: -4

How did COC(=O)c1ccc(CSc2nc(-c3ccco3)cc(C(F)(F)F)n2)o1 do in these assays?
S1P2 antag: -7; HIV Rev-RRE inh: 9; MT1-MMP txn act: 1.2; Plk1 PBD FP: -24; EphB4 antag: 1; FAK inh: 1; PLK1 kinase inh: -6; PLAP activator: 1; S1P2 ag: 1

How did COc1ccc(S(=O)(=O)Oc2ccc3c(c2)O/C(=C\c2cccnc2)C3=O)cc1 do in these assays?
S1P2 antag: -13; HIV Rev-RRE inh: 4; MT1-MMP txn act: 1; Plk1 PBD FP: -19; EphB4 antag: 2; FAK inh: 0; PLK1 kinase inh: -10; PLAP activator: 1.2; S1P2 ag: -2

What do the screens show for `c1ccc2c(c1)ncn2-c1ncnc2sc3c(c12)CCCC3`?
S1P2 antag: 6; HIV Rev-RRE inh: 4; MT1-MMP txn act: 1.2; Plk1 PBD FP: -20; EphB4 antag: 0; FAK inh: -4; PLK1 kinase inh: -6; PLAP activator: 1; S1P2 ag: -5

How did COc1ccc(NC(=O)c2ccccc2NS(C)(=O)=O)cc1OC do in these assays?
S1P2 antag: 4; HIV Rev-RRE inh: 1; MT1-MMP txn act: 1.1; Plk1 PBD FP: -8; EphB4 antag: 4; FAK inh: 0; PLK1 kinase inh: -9; PLAP activator: 0.9; S1P2 ag: -3

How did COc1ccnc(Oc2ccccc2)c1C#N do in these assays?
S1P2 antag: -3; HIV Rev-RRE inh: 6; Plk1 PBD FP: -17; EphB4 antag: 1; FAK inh: -2; PLK1 kinase inh: -10; PLAP activator: 1.1; S1P2 ag: -5

How did CCOC(=O)N1CCC(NC(=O)CCS(=O)(=O)c2ccc3c(c2)CCN3C(=O)CC)CC1 do in these assays?
S1P2 antag: 13; HIV Rev-RRE inh: 4; MT1-MMP txn act: 1.2; Plk1 PBD FP: 8; EphB4 antag: 1; FAK inh: -9; PLK1 kinase inh: 2; PLAP activator: 1.1; S1P2 ag: 1

What do the screens show for `CCN(CC)CCN1C(=O)C(=O)/C(=C(/O)c2ccc(OC)c(OC)c2)C1c1ccccn1` (stereo unspecified)?
S1P2 antag: 5; HIV Rev-RRE inh: 2; MT1-MMP txn act: 0.9; Plk1 PBD FP: -3; EphB4 antag: 2; FAK inh: 0; PLK1 kinase inh: 2; PLAP activator: 1.5; S1P2 ag: -5

Results for Cc1ccc(-c2c(=O)n(OCc3ccccn3)c3ccccc3[n+]2[O-])cc1 ?
S1P2 antag: -16; HIV Rev-RRE inh: -1; Plk1 PBD FP: 0; EphB4 antag: -4; FAK inh: -2; PLK1 kinase inh: -6; PLAP activator: 1.1; S1P2 ag: -4

How did CCCC(=O)Nc1ccc(Cl)c(NC(=O)c2ccco2)c1 do in these assays?
S1P2 antag: 5; HIV Rev-RRE inh: -4; MT1-MMP txn act: 1.1; Plk1 PBD FP: 2; EphB4 antag: -1; FAK inh: 0; PLK1 kinase inh: -5; PLAP activator: 1; S1P2 ag: -9

How did CCCC(=NCc1ccccc1)C1=C(O)C(C(=O)OC)C(C)(C)CC1=O (stereo unspecified) do in these assays?
S1P2 antag: -6; HIV Rev-RRE inh: 0; MT1-MMP txn act: 1.1; Plk1 PBD FP: 19; EphB4 antag: -6; FAK inh: -2; PLK1 kinase inh: -6; PLAP activator: 1.7; S1P2 ag: -2

What do the screens show for `COc1ccc(C2C(C(=O)c3ccco3)=C(O)C(=O)N2CCc2ccccc2)cc1OC` (stereo unspecified)?
S1P2 antag: 12; HIV Rev-RRE inh: 5; MT1-MMP txn act: 1; Plk1 PBD FP: -27; EphB4 antag: 7; FAK inh: -1; PLK1 kinase inh: -14; PLAP activator: 1; S1P2 ag: -7

How did CCNc1nc(SCc2ccccc2)nc(N2CCOCC2)n1 do in these assays?
S1P2 antag: -30; HIV Rev-RRE inh: 12; MT1-MMP txn act: 1; Plk1 PBD FP: 4; EphB4 antag: 0; FAK inh: 2; PLK1 kinase inh: -11; PLAP activator: 0.8; S1P2 ag: -2

Results for O=S(=O)(NCCSCc1c(Cl)cccc1Cl)c1ccc2c(c1)OCCO2 ?
S1P2 antag: 16; HIV Rev-RRE inh: 12; Plk1 PBD FP: -13; EphB4 antag: 3; FAK inh: -2; PLK1 kinase inh: -6; PLAP activator: 1; S1P2 ag: -3

How did O=[N+]([O-])c1ccc(Cl)cc1Sc1cccc2cccnc12 do in these assays?
S1P2 antag: -12; HIV Rev-RRE inh: 2; MT1-MMP txn act: 1.4; Plk1 PBD FP: -21; EphB4 antag: -5; FAK inh: 0; PLK1 kinase inh: -12; S1P2 ag: -1

Results for COc1ccc(S(=O)(=O)N(CC(=O)Nc2ccc3c(c2)OCO3)c2ccccc2OC)cc1 ?
S1P2 antag: 12; HIV Rev-RRE inh: 7; MT1-MMP txn act: 1.1; Plk1 PBD FP: 17; EphB4 antag: 2; FAK inh: 13; PLK1 kinase inh: -16; PLAP activator: 0.7; S1P2 ag: -4

How did COc1ccccc1N1CC(C(=O)OCC(=O)c2ccc(F)cc2)CC1=O (stereo unspecified) do in these assays?
S1P2 antag: 16; HIV Rev-RRE inh: 3; MT1-MMP txn act: 1; Plk1 PBD FP: -19; EphB4 antag: 6; FAK inh: -3; PLK1 kinase inh: -6; PLAP activator: 1.1; S1P2 ag: -1

Results for CCOC(=O)c1[nH]c(=O)[nH]c1CSc1ccccn1 ?
S1P2 antag: 8; HIV Rev-RRE inh: 4; MT1-MMP txn act: 1.3; Plk1 PBD FP: 6; EphB4 antag: -5; FAK inh: -4; PLK1 kinase inh: -4; PLAP activator: 1; S1P2 ag: -1

Results for COc1ccccc1NC(=S)NNC(=O)c1nn(C)cc1Cl ?
S1P2 antag: 2; HIV Rev-RRE inh: 0; Plk1 PBD FP: -23; EphB4 antag: -2; FAK inh: -6; PLK1 kinase inh: -1; PLAP activator: 1.9; S1P2 ag: -7

Results for O=C(/C=C/c1ccc(Cl)cc1Cl)c1nc2ccccc2[nH]1 ?
S1P2 antag: 7; HIV Rev-RRE inh: 10; Plk1 PBD FP: -14; EphB4 antag: 3; FAK inh: 4; PLK1 kinase inh: -15; PLAP activator: 1; S1P2 ag: -4

How did O=C(NC1CC1)c1ccc2c(c1)ncn2C1CCCC1 do in these assays?
S1P2 antag: 11; HIV Rev-RRE inh: 5; Plk1 PBD FP: -15; EphB4 antag: 7; FAK inh: -4; PLK1 kinase inh: -3; PLAP activator: 0.8; S1P2 ag: -5

How did CCOC(=O)CCC(=O)c1c(C)oc2ccc(OC)cc12 do in these assays?
S1P2 antag: 2; HIV Rev-RRE inh: 1; MT1-MMP txn act: 1; Plk1 PBD FP: 4; EphB4 antag: 4; FAK inh: 3; PLK1 kinase inh: -14; PLAP activator: 0.8; S1P2 ag: -2

Results for Fc1ccc(Nc2nc(Oc3ccccc3F)nc(N3CCCC3)n2)cc1 ?
S1P2 antag: 1; HIV Rev-RRE inh: 13; MT1-MMP txn act: 1.1; Plk1 PBD FP: -22; EphB4 antag: -13; FAK inh: -1; PLK1 kinase inh: 3; PLAP activator: 1.1; S1P2 ag: -2

Results for O=C(Nc1ncn[nH]1)C(F)(F)C(F)F ?
S1P2 antag: 3; HIV Rev-RRE inh: 11; Plk1 PBD FP: 0; EphB4 antag: 6; FAK inh: 1; PLK1 kinase inh: -9; PLAP activator: 1.7; S1P2 ag: -9

How did CCCNC(=O)c1c(C)cc(=O)oc1C do in these assays?
S1P2 antag: 18; HIV Rev-RRE inh: 9; MT1-MMP txn act: 1.2; Plk1 PBD FP: 2; EphB4 antag: 1; FAK inh: 4; PLK1 kinase inh: -5; PLAP activator: 1; S1P2 ag: -6

Random excerpt: 4 entries already listed
How did COc1ccccc1N1CC(C(=O)OCC(=O)c2ccc(F)cc2)CC1=O (stereo unspecified) do in these assays?
S1P2 antag: 16; HIV Rev-RRE inh: 3; MT1-MMP txn act: 1; Plk1 PBD FP: -19; EphB4 antag: 6; FAK inh: -3; PLK1 kinase inh: -6; PLAP activator: 1.1; S1P2 ag: -1

Results for COc1ccccc1NC(=S)NNC(=O)c1nn(C)cc1Cl ?
S1P2 antag: 2; HIV Rev-RRE inh: 0; Plk1 PBD FP: -23; EphB4 antag: -2; FAK inh: -6; PLK1 kinase inh: -1; PLAP activator: 1.9; S1P2 ag: -7

Results for CCOC(=O)c1[nH]c(=O)[nH]c1CSc1ccccn1 ?
S1P2 antag: 8; HIV Rev-RRE inh: 4; MT1-MMP txn act: 1.3; Plk1 PBD FP: 6; EphB4 antag: -5; FAK inh: -4; PLK1 kinase inh: -4; PLAP activator: 1; S1P2 ag: -1

Results for O=C(/C=C/c1ccc(Cl)cc1Cl)c1nc2ccccc2[nH]1 ?
S1P2 antag: 7; HIV Rev-RRE inh: 10; Plk1 PBD FP: -14; EphB4 antag: 3; FAK inh: 4; PLK1 kinase inh: -15; PLAP activator: 1; S1P2 ag: -4

More results.
How did O=S(=O)(c1ccc(Br)s1)N1CCN(c2ncccn2)CC1 do in these assays?
S1P2 antag: -11; HIV Rev-RRE inh: 7; MT1-MMP txn act: 1; Plk1 PBD FP: -20; EphB4 antag: -6; FAK inh: -2; PLK1 kinase inh: -5; PLAP activator: 0.9; S1P2 ag: -2

Results for CCOC(=O)c1c(C)nc2c(c1-c1ccccc1)C(=O)CC(C)(C)C2 ?
S1P2 antag: -7; HIV Rev-RRE inh: 2; Plk1 PBD FP: 8; EphB4 antag: -10; FAK inh: -8; PLK1 kinase inh: -14; PLAP activator: 1.3; S1P2 ag: -7

What do the screens show for `Cc1cc(C)nc(N2CCC(C(=O)N3CCN(c4cc(Cl)ccc4C)CC3)CC2)n1`?
S1P2 antag: -1; HIV Rev-RRE inh: 0; MT1-MMP txn act: 1.1; Plk1 PBD FP: 9; EphB4 antag: 2; FAK inh: 1; PLK1 kinase inh: -13; PLAP activator: 1.6; S1P2 ag: -5

What do the screens show for `COc1ccc(CNc2nc3nc(-c4ccccc4)cc(=O)n3[nH]2)cc1OC`?
S1P2 antag: -13; HIV Rev-RRE inh: 0; MT1-MMP txn act: 1.1; Plk1 PBD FP: -17; EphB4 antag: -1; FAK inh: -6; PLK1 kinase inh: -18; PLAP activator: 1.6; S1P2 ag: 3
